15-hLO-2 inh: inhibitors of human 15-lipoxygenase 2 (ALOX15B) | O15296 | purified 15hLO-2, xylenol orange hydroperoxide absorbance | Potency, µM (titrated, usually from 57.1 µM), for the others: at the highest dose activity change, negative = inhibition, hits mostly inhibitors | actives 0.56% (n = 110,000) | AID 881; note: potency is the fitted concentration of half-maximal effect; nearly all actives have a fitted effect of over 60% in size; many of its hits are not listed in these tables
Target sequence (O15296 whole entry, looked up): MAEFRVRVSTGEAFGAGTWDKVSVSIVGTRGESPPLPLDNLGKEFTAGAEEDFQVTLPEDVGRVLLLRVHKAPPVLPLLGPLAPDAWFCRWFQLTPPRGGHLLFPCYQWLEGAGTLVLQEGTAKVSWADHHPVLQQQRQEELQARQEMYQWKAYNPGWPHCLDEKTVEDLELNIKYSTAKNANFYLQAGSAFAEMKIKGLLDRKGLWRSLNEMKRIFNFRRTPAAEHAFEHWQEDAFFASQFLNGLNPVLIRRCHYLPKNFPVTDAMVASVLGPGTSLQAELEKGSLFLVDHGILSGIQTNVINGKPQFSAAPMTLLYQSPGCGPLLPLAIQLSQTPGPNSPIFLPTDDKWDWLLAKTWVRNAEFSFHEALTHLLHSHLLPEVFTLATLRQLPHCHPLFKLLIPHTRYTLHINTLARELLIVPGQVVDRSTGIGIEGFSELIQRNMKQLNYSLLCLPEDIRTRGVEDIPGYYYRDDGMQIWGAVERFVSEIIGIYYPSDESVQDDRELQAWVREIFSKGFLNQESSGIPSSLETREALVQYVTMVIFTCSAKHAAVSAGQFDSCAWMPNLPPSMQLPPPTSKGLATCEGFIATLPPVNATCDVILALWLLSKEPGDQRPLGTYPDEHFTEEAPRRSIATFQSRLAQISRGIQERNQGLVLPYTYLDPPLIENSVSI
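Screening format was qHTS against 50 nM purified 15hLO-2 in Hepes pH 7.5 with detergent. Activity follows hydroperoxide formation from 45 uM arachidonic acid, measured as 573:405 nm absorbance ratio of the ferric-xylenol orange complex.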
12-hLO inh: blocks human 12-lipoxygenase activity; P18054; purified 12-hLO, xylenol orange hydroperoxide absorbance; Potency, µM (highest dose often 57.1 µM), for inactives: at the top dose activity change, negative = inhibition, actives largely listed as inhibitors; actives 0.12% (n = 150,000); note: potency is the fitted concentration of half-maximal effect; nearly all actives have a fitted effect of over 55% in size; many of its hits are not listed in these tables
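Purified human 12hLO (150 nM), preincubated 15 min with compound, then 40 uM arachidonic acid for 30 min, room temperature, Hepes pH 7.0 with 0.01% Triton X-100. Hydroperoxide detected by ferrous iron/xylenol orange; 573/405 nm absorbance ratio gives reaction progress.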
IMPase inh: cell-permeable inhibitors of inositol monophosphatase (IMPase) | P97697 | CHO-M1 cells, IP1 accumulation, HTRF TR-FRET ratio | 120,000 tested, under 10 active | AID 901 | inhibition (IP1 accumulation), % at 46.1 µM; active = well fitted curve in the direction sought with a large enough effect in the signal ratio, not every such curve was filed as active; inconclusive = small, poorly fitted or top-dose-only effect, or a change in a side signal; inactive = no such curve, though single readings can be large or run the other way; the % refers to the signal ratio;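 note: cells stimulated with carbachol in lithium chloride buffer; plate controls were DMSO basal wells for no effect and reference inhibitor wells for full effect; higher means more IMPase inhibition seen as more IP1 and lower FRET ratio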
Target sequence (P97697 whole entry, looked up): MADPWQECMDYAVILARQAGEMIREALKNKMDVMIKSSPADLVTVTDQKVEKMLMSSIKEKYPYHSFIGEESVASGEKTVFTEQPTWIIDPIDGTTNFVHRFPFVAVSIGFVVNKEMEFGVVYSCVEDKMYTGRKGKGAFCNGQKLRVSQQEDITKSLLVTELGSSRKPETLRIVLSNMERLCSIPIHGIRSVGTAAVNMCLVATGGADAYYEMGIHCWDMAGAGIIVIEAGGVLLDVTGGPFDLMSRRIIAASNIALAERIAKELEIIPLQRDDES
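CHO-M1, 2000 cells/well, cultured 16–30 h; cpd up to 46 uM; carbachol (50 uM solution, stimulation buffer w/ 50 mM LiCl, pH 7.4), 30 min 37C; IP-One TR-FRET, 10 min RT; Ex 320/Em 665, 620; Hill-fit AC50.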
PNC assembly inh: inhibitors of perinucleolar compartment assembly; PC3M PTB-GFP, PNC prevalence imaging, 16 h; active compounds read low; activity change (PNC), negative = inhibition, % at 10 µM; AID 2417; actives 3.1% (n = 140,000);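 active = readout at or below -70, meaning at least 70% loss of cells showing the perinucleolar compartment, a nuclear body marking cancer cells; inconclusive = readout between -30 and a set limit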;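 note: plate controls were DMSO wells for no effect and camptothecin positive control wells for full effect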
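Compounds are pinned in duplicate onto adhered PC3M cells stably expressing GFP-tagged PTB and incubated 16 h at 37 C. Cells are then fixed, nuclei stained with Hoechst, and PNC-positive cells counted.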
* = called active by the depositor; ? = inconclusive; nt = not tested or not shown; [ ] = dose if it differs, or a comment. Unless noted, calls come from the whole dose curve; as a rule, active = well fitted curve in the direction sought with a large enough effect; inconclusive = small, poorly fitted or top-dose-only effect, or another doubt; inactive = no such curve, though single readings can be large; an effect the other way counts as inactive or inconclusive. Unless noted, % is set by controls: 0 for no effect and ±100 for the full control effect.

No.	15-hLO-2 inh	Structure	12-hLO inh	IMPase inh	PNC assembly inh
1	-6%	COc1ccc(O)c(C(=O)c2cc(C#N)c(=O)n(CC3CCCO3)c2)c1 (stereo not drawn)	-9%	2	-4
2	nt	O=C(O)c1nccnc1C(=O)N1CCN(c2ccccc2)CC1	-2%	nt	0
3	11%	COc1cc(NS(=O)(=O)c2ccc3c(c2)oc(=O)n3C)cc(OC)c1OC	-1%	11	17
4	-11%	CCOC(=O)C1CCCN(C(=O)Cn2cccc2C(=O)c2ccccc2)C1 (stereo not drawn)	-5%	-19	-7
5	-4%	Cc1oc2c(c1C(=O)NCc1ccccc1)CCCC2	0%	6	33
6	6%	CCCCCCCSc1nc(N)cc(=O)[nH]1	1%	4	23
7	14%	COCCn1nnnc1C(c1cccc(C(F)(F)F)c1)N1CCN(Cc2ccccc2)CC1 (stereo not drawn)	5%	6	-8
8	-5%	Cc1cnn(CCC(=O)NNC(=S)Nc2ccccc2)c1	-2%	-6	17
9	nt	Cc1cc(C)cc(NC(=S)N2CCN(CCO)CC2)c1	-2%	nt	?
10	-2%	O=C(CCCOc1ccc(Cl)cc1Cl)NCCCO	4%	0	?
11	nt	COC(=O)c1ccc(COc2ccccc2/C=C(\C#N)C(=O)Nc2c(C)cc(C)cc2C)cc1	0%	7	14
12	nt	CCOc1ccc(-c2nc(N)ncc2-c2ccc(OC)cc2)c(O)c1	-4%	nt	?
13	4%	O=S(=O)(N1CCCCCC1)N1CCN(S(=O)(=O)N2CCCCC2)CC1	1%	0	-7
14	2%	COC(=O)c1ccccc1NC(=O)c1cc(OC)cc(OC)c1	-7%	8	26
15	nt	Cc1ccccc1NC(=O)c1ccc(Nc2c([N+](=O)[O-])cc([N+](=O)[O-])c3ccccc23)cc1	-4%	9	-25
16	nt	COC(=O)N/N=C(C)\C=C\c1ccco1	1%	nt	108
17	nt	Cc1ccc(N2C(S)=C(C#N)C(=O)NC2c2cccs2)cc1 (stereo not drawn)	?	nt	-114*
18	nt	CCC(C(=O)Nc1cc(Cl)ccc1OC)c1ccccc1 (stereo not drawn)	0%	nt	15
19	-9%	O=C(CSc1c[nH]c2ccccc12)N1CCCc2ccccc21	-3%	2	27
20	6%	COc1cc(CC(=O)Nc2ccc(S(=O)(=O)N(C)C)cc2)cc(OC)c1OC	-1%	-10	7
21	4%	CCN(CC(=O)NC)S(=O)(=O)c1ccc(Br)cc1	0%	2	47
22	3%	CS(=O)(=O)N1CCN(C(=O)c2cc3ccccc3oc2=O)CC1	4%	?	-1
23	-5%	CSc1nnc(C)c(/C=C/Nc2ccc(C)cc2)n1	-21%	2	24
24	6%	O=C(Cn1ncc2c(=O)oc3ccccc3c21)N1CCN(C(=O)c2ccco2)CC1	1%	-2	11
25	nt	CCCC(C)n1[nH]c(=O)c2c(C)cc(C)nc21 (stereo not drawn)	2%	1	188
26	-7%	CC(=O)NCCn1c(SCc2cc(=O)n3cc(Cl)ccc3n2)nc2ccccc2c1=O	1%	-2	-26
27	nt	COc1ccc(/C=C(\C#N)C(=O)Nc2cccnc2)cc1	0%	-11	23
28	2%	Clc1ccc2noc(-c3ccccc3)c2c1	-6%	?	?
29	1%	O=C1NC(Nc2nccs2)(C(F)(F)F)C(=O)N1CCc1ccccc1 (stereo not drawn)	-6%	-9	-11
30	-2%	Cc1cccc2cc(CN(CCCO)C(=O)Nc3ccccc3Cl)c(=O)[nH]c12	6%	4	16
31	22%	COc1ccc(S(=O)(=O)N2Cc3ccccc3CC2C(=O)Nc2nccs2)cc1 (stereo not drawn)	0%	2	24
32	1µM*	O=c1c2ccccc2sn1-c1cc(S(=O)(=O)N2CCOCC2)ccc1N1CCCC1	0.5µM*	7	-108*

Given as labelled records: entries from further up
27. COc1ccc(/C=C(\C#N)C(=O)Nc2cccnc2)cc1
  15-hLO-2 inh: nt | 12-hLO inh: 0% | IMPase inh: -11 | PNC assembly inh: 23

31. COc1ccc(S(=O)(=O)N2Cc3ccccc3CC2C(=O)Nc2nccs2)cc1 (stereo not drawn)
  15-hLO-2 inh: 22% | 12-hLO inh: 0% | IMPase inh: 2 | PNC assembly inh: 24

Following part.
No.	15-hLO-2 inh	Structure	12-hLO inh	IMPase inh	PNC assembly inh
33	3%	O=C(c1cnccn1)N1CCC2(CCCN(c3ccncc3)C2)CC1	-2%	nt	nt
34	nt	CC(C)COC(=O)c1cccc2c1-c1ccccc1/C2=N\O	-9%	15	30
35	19%	CN(C)C(=O)c1snnc1-c1ccccc1	-9%	-13	13
36	-1%	COc1ccc(-n2c(C)nc3cc(C(=O)N4CCOCC4)ccc32)cc1	6%	10	?
37	nt	O=C(NCC(c1cccs1)N1CCOCC1)c1cc([N+](=O)[O-])cc([N+](=O)[O-])c1 (stereo not drawn)	-3%	-10	-13
38	nt	O=[N+]([O-])c1ccc(CSc2nc3ccccc3[nH]2)cc1	0%	-3	-22
39	-3%	O=C(Nc1ccccc1)c1n[nH]c(Cn2cncn2)n1	3%	2	?
40	-4%	O=C(CSC1CC(=O)N(CCc2ccccc2)C1=O)Nc1ccc(Br)cc1 (stereo not drawn)	-15%	1	23
41	nt	Fc1ccc(CNC(=S)Nc2ccc(Cl)cc2Cl)cc1	-1%	?	-10
42	-3%	Cc1c(C(=O)NCc2ccco2)oc2ccc(S(=O)(=O)N3CCC4(CC3)OCCO4)cc12	1%	-4	1
43	nt	CSCCC(NS(=O)(=O)c1cccs1)C(=O)NCc1ccccc1 (stereo not drawn)	2%	nt	10
44	1%[2.29 µM]	COc1cccc(CNC(=O)CCn2c(=O)oc3ccccc32)c1	-8%	1	2
45	-7%	O=C(NC1CCCCC1)N1CCCc2ccccc21	-5%	6	?
46	7%	CC(C)COc1ccc(-c2nnc(-c3ccncc3)o2)cc1	0%	-5	-3
47	30%[11.4 µM]	O=C(O)CN(CCN(CC(=O)O)CC(=O)O)CC(=O)O.[Mn]	2%[11.4 µM]	nt	nt
48	0%	CC(C)C12CN3CC(C(C)C)(CN(C1)C3c1ccco1)C2=O (stereo not drawn)	-8%	-1	-4
49	-12%	O=C(O)Cn1c2c(c3ccccc31)CCCC2	-2%	15	18
50	-4%	O=C(NCCCCNC(=O)c1ccc(Br)s1)c1ccc(Br)s1	-4%	1	?
51	6%	Cc1cc(NC(=O)CSc2nccn2-c2ccc(F)cc2)no1	-2%	0	17
52	-9%	COc1ccc(-n2nnnc2SCC(=O)NCc2ccco2)cc1OC	-1%	-10	25
53	-4%	O=C(COc1ccccc1)Nc1nnc(-c2ccc(Cl)s2)o1	-27%	4	15
54	-2%	COc1ccc(/C=C2/CCOC2=O)cc1	1%	7	23
55	nt	O=C(c1cccnc1)N(c1cc2sc(=O)oc2c2ccccc12)S(=O)(=O)c1ccccc1	?	nt	69
56	0%	O=S(=O)(N1CCOCC1)N1CCN(c2ccc(F)cc2)CC1	4%	-4	15
57	-3%	CCOc1ccc2[nH]c(=O)c(CN(CCO)C(=O)c3ccc(OC)c(OC)c3)cc2c1	0%	0	19
58	nt	COc1ccc(-c2c(C(C)=O)c(C)nc3sc4c(=O)[nH]nnc4c23)cc1	-4%	nt	26
59	-2%	Cc1ccccc1CSCC(=O)NC(=O)NCc1ccco1	-2%	4	-95*
60	nt	O=[N+]([O-])c1ccc(S(=O)(=O)CC2CSc3nc4ccccc4n32)cc1 (stereo not drawn)	-2%	nt	-20
61	-1%	O=C(NC1CCCC1)C(c1ccsc1)N(Cc1ccco1)C(=O)Cc1cccs1 (stereo not drawn)	-6%	13	34
62	-3%	COc1ccc(N2CCN(C(=O)C3CCCO3)CC2)cc1 (stereo not drawn)	7%	14	-4
63	nt	Cc1cc(O)ccc1C1(c2ccc(O)cc2C)OC(=O)c2ccccc21	?	-1	-9
64	-1%	CCn1c(SCC(=O)c2ccc(F)cc2)nnc1-c1ccoc1C	-8%	?	?
65	0%	O=C(Nc1ccon1)c1cc2c(s1)CCCCCC2	-1%	3	15
66	nt	CC1=CC(C)(C)N(C(=O)CN2C(=O)c3ccccc3C2=O)c2ccc(C)cc21	10%	3	?
67	-7%	Cc1ccc(S(=O)(=O)N2CCN(Cc3ccccc3C(F)(F)F)CC2)cc1	-4%	-1	?
68	nt	CCN(CC)S(=O)(=O)c1cccc(N=NC2=C(O)CCCC2=O)c1	-3%	nt	-29
69	nt	O=C(/C=C/c1ccco1)N1CCN(C/C=C/c2ccccc2)CC1	-2%	7	?
70	nt	O=C(Cn1cc(C(F)(F)F)ccc1=O)NCCc1ccc(Cl)cc1Cl	0%	5	7
71	74%[activator]	Clc1ccc2nc(C3CCN(Cc4ccccc4)CC3)[nH]c2c1	7%	10	?
72	-6%	N[C@@H](Cc1c[nH]c2ccccc12)C(=O)O	-5%	5	nt
73	2%[2.29 µM]	CCCCN(CCCC)Cc1ccc(N)cc1	-4%	1	31
74	1%	COc1ccc(N(CC(=O)Nc2cc(OC)ccc2OC)S(=O)(=O)c2c(C)nn(C)c2C)cc1	-10%	8	?
75	-4%	Cc1ccc2c(c1)/C(=N/O)CCS2	-3%	-8	?
76	nt	CCN(CC)S(=O)(=O)c1cccc(C(=O)NN2Cc3ccccc3C2=N)c1	-1%	-2	-10
77	4%	O=C(Nc1ncc(C(F)(F)F)cc1Cl)C1COc2ccccc2O1 (stereo not drawn)	4%	5	?
78	2%	O=C(c1ccccc1)c1ccc(C(=O)N2CCN(c3ccc(F)cc3)CC2)o1	-5%	-3	28
79	3%	CCCc1cc(=O)[nH]c(SCC(=O)NC)n1	8%	1	31
80	11%[2.29 µM]	Cn1c(SCCN2CCCCC2)nnc1-c1ccccc1Br	-4%	15	-25
81	0%	Cc1nc2ccc(N)cc2s1	-4%	4	?
82	-1%	CC1(C)CC2(CCO1)OC(=O)CC2C(=O)NCCc1ccccc1 (stereo not drawn)	-3%	7	-20
83	nt	O=[N+]([O-])c1cccc(C(=S)N2CCN(c3ccccc3)CC2)c1	2%	nt	39
84	1%	Cc1ccc(-n2c(SCC(=O)NCC3CCCO3)nc3n[nH]c(C)c3c2=N)cc1Cl (stereo not drawn)	1%	4	?
85	-7%	COc1ccc2c(CC(=O)OCC(=O)Nc3ccc4c(c3)OCO4)coc2c1	-1%	18	?
86	11%	CCC1/C(=N\O)CC(c2ccco2)NC1c1ccco1 (stereo not drawn)	4%	-5	22
87	-5%[11.4 µM]	Cc1cc2cc3c(cc2nc1SCC(=O)Nc1nc(C)c(C)s1)OCO3	2%	?	?
88	nt	CC(C)(O)c1cc(=O)sc2nc3ccccc3n12	-3%	4	-100*

Next compounds follow:
No.	15-hLO-2 inh	Structure	12-hLO inh	IMPase inh	PNC assembly inh
89	-10%	C=CCSc1ncccc1C(=O)NCc1ccccc1	2%	-4	26
90	nt	Cc1nc(C)c(C(=O)NNS(=O)(=O)c2ccccc2)s1	-1%	nt	-14
91	4%	CCn1nc(CC(=O)Nc2nnc(CC(=O)N3CCCCC3)s2)c2ccccc2c1=O	-2%	3	-28
92	-11%	O=C(Nc1cccc2ccccc12)N1CCN(Cc2ccccc2)CC1	-3%	1	5
93	nt	Cc1ccc(CNC(=O)COC(=O)Cc2ccc(-c3ccccc3)cc2)cc1	-2%	nt	?
94	-1%	CNC(=O)C1CC(=O)N(Cc2ccc3c(c2)OCO3)C(=Nc2ccc(F)cc2)S1 (stereo not drawn)	-6%	4	?
95	nt	O=C(NC(=S)Nc1ccc(N2CCCC2)cc1)c1ccccc1[N+](=O)[O-]	-2%	nt	-83*
96	1%	CCc1ccc(N2CC(C(=O)Nc3ccccc3F)CC2=O)cc1 (stereo not drawn)	2%	8	-8

No enrichment for hits; 3.1% or so of the library scored in one or more.
